# dFosB activator: activators of delta FosB homodimer, primary screen, biochemical, fluorescence polarization, TAMRA-CDK5 oligo, single point; purified delta FosB; percent of positive-control signal above neutral wells; activation, % at 25 µM; 0.99% of 340,000 active;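 active = mean activation above about 17%, with every replicate also reaching it, limit read from the data, passing the limit was not always enough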;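 note: fluorescence polarization rise as delta FosB binds a TAMRA Cdk5 AP-1 oligo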
# PvdQ inh: P. aeruginosa PvdQ acylase inhibitors, primary screen, biochemical, fluorescence, plate reader and imaging, single point; PvdQ acylase [Pseudomonas aeruginosa LESB58]; purified PvdQ acylase; inhibition, % at 10 µM; 0.063% of 340,000 active; AID 488965, 2010; in the data active = inhibition above about 30%, passing the limit was not always enough;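 note: 0% = vehicle neutral wells and 100% = reference inhibitor wells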
# MITF act: activators of MITF-driven TRPM1 promoter reporter, primary screen, cell-based, SK-MEL-5, luciferase, single point | activation, % at 12.5 µM | AID 588334, 2011 | 0.75% of 300,000 active | SK-MEL-5 TRPM1-promoter luciferase, 24 h; % of positive control, neutral wells = 0;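 active = mean activation of at least 80% with every replicate also reaching 80%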;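 note: 0% = neutral control wells and 100% = parthenolide positive control wells; values of inactives mirror those of a sister screen read the other way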
# HTR5A inv ag: HTR5A inverse agonists in luminescence cell assay, primary screen, counter-screen for OPRM1-OPRD1 heterodimer inverse agonist project, full-deck HTS; HTR5A cell line, inverse agonism; AID 504634, 2011; 0.083% of 340,000 active; 5-hydroxytryptamine receptor 5A (Homo sapiens), P47898; inhibition, % at 9.3 µM; in the data active = inhibition mostly above about 23%, no sharp cut-off; inactive = mostly below about 18%;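 note: 0% = cells with DMSO and 100% = no-cell wells with DMSO; some compounds called inactive have numbers as strong as hits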
# V-ATPase pHluor: regulators of yeast V-ATPase proton pumping, primary screen, pHLuorin cytosolic pH fluorescence; S. cerevisiae; response, % at 10 µM; 0.37% of 350,000 active; in the data active = response mostly above about 7.3%, no sharp cut-off; inactive = mostly below about 5.4%; note: actives read high; inactives centre near 0; some compounds called inactive have numbers as strong as hits; reference of the scale not given here
# SR-BI DiI inh: inhibitors of SR-BI mediated HDL lipid uptake, primary screen, ldlA[mSR-BI] cells, fluorescence, single point; Scavenger receptor class B member 1 (Mus musculus), Q61009; ldlA[mSR-BI] CHO cells, DiI-HDL uptake fluorescence, 3 h; inhibition, % at 12.5 µM; 0.96% of 320,000 active; AID 488896, 2010;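 active = mean replicate inhibition of at least 70% and a set share of replicates each scoring 70 or more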;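 note: 0% = median of neutral control wells and 100% = median of positive control wells; values of inactives mirror those of a sister screen read the other way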
# Target sequence (Q61009 whole entry, looked up): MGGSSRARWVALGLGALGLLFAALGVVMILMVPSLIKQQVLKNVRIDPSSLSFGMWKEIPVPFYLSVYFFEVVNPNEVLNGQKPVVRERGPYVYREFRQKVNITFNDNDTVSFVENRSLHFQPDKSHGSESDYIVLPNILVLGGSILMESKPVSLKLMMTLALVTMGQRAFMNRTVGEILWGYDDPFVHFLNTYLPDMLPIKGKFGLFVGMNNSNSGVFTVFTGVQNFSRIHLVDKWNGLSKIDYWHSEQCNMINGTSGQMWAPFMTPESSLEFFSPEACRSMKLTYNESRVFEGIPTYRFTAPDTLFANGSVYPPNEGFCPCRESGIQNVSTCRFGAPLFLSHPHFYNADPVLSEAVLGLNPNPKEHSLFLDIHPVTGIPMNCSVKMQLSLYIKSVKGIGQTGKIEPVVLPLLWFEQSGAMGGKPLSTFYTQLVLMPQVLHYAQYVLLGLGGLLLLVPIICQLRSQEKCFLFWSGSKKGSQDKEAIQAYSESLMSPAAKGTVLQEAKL
# NSD2 HMT inh: NSD2 histone methyltransferase inhibitors, primary screen, biochemical, AlphaScreen, single concentration, set 2; NSD2 peptide methylation, 120 min; inhibition, % at 12.5 µM; 0.54% of 310,000 active; AID 743445, 2014; in the data active = inhibition above about 50%
# Wnt bcat act: Wnt/beta-catenin pathway activators, primary screen, cell-based, plate reader, single point; 1.2% of 300,000 active; activation, % at 9.35 µM; AID 743398, 2014; Wnt/beta-catenin reporter cell assay, activator; in the data active = activation above about 30%, passing the limit was not always enough;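 note: 0% = neutral control wells and 100% = positive control wells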
# CDK5 inh: inhibitors of human CDK5/p35 kinase, primary screen, biochemical, single concentration | 0.01% of 330,000 active | AID 488839, 2010 | Recombinant CDK5/p35, ADP-Glo luminescence, 60 min | inhibition, % at 10 µM;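 active = highest replicate inhibition of at least 50% and at least 75% of replicates reaching 50%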;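 note: plate controls were DMSO neutral control for no effect and GW8510 at 10 µM for full effect; many of its hits are not listed in these tables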
# Target sequence (Q00535 whole entry, looked up): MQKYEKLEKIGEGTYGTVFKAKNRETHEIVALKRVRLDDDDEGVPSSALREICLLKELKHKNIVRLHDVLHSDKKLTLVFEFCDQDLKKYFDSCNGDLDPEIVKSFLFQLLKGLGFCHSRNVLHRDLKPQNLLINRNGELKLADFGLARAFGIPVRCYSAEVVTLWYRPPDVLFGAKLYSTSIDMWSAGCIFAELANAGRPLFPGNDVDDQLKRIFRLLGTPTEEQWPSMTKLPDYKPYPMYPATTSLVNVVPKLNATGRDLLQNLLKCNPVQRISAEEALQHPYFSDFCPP
# Target sequence (Q15078 whole entry, looked up): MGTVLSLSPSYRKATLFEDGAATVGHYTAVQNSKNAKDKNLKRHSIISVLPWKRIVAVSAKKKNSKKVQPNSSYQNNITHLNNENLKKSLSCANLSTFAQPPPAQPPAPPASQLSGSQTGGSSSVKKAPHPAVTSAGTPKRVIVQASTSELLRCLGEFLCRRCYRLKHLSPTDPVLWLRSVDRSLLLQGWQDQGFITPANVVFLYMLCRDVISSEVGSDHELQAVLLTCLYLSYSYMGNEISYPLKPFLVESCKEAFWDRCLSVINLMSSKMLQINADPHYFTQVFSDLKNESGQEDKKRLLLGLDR
# HTR5A ag: HTR5A agonists in luminescence cell assay, primary screen, counter-screen for OPRM1-OPRD1 heterodimer agonist project, full-deck HTS | 0.61% of 340,000 active | AID 504692, 2011 | cell-based | activation, % at 9.3 µM | 5-hydroxytryptamine receptor 5A (Homo sapiens), P47898; in the data active = activation mostly above about 9.5%, no sharp cut-off; inactive = mostly below about 7.6%;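 note: 0% = cells with vehicle only and 100% = reference agonist; strong numbers were not always called active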
# * hit, by the source's call; / = no result given.
No.	Compound	dFosB activator	PvdQ inh	MITF act	HTR5A inv ag	V-ATPase pHluor	SR-BI DiI inh	NSD2 HMT inh	Wnt bcat act	CDK5 inh	HTR5A ag
1	COc1ccc(CN2CCNC(=O)C2CC(=O)NCCC2=CCCCC2)c(F)c1 (stereo not given)	-4.3	-0.3	-5.6	-5.2	-1.7	-5.6	-1.0	-0.6	-1.8	-0.4
2	CC(C)CN(C(=O)c1nn(C)c(=O)c2ccccc12)c1nc2ccccc2s1	-3.6	6.3	4.9	-28.1	8.7	19.9	-4.8	/	0.3	8.1
3	CCOC(=O)C1(Cc2ccccc2)C(=O)Nc2ccccc21 (stereo not given)	0.1	8.2	-16.2	-9.9	0.8	-3.5	-1.2	-0.3	2.7	1.5
4	Cc1cc(C)cc(OCc2nc3ncc(Br)cc3[nH]2)c1	3.5	3.1	/	9.7	2.9	-27.8	11.9	1.8	-0.8	-1.7
5	O=C(CCCc1nc(-c2ccccc2Cl)no1)NCc1cccnc1	1.7	-12.0	/	-14.8	3.7	-1.6	/	0.3	0.4	4.0
6	O=C(Cc1ccc(Br)cc1)OCC(=O)c1ccc[nH]1	-2.8	-17.2	8.0	4.7	0.4	-17.6	-0.9	-4.2	-0.5	-1.2
7	Cc1ccc(/C=N/n2c(COc3ccccc3)n[nH]c2=S)o1	-6.1	5.8	-0.9	4.5	1.5	-6.2	-0.6	-0.7	0.0	-1.8
8	S=C(NN=C1CCN(Cc2ccccc2)CC1)NC1CCCCC1	0.8	-4.3	-0.8	0.0	4.7	-10.3	5.9	-0.5	-0.6	1.5
9	CC(C)=CC(=O)OCC(=O)Nc1ccc(SC(F)F)cc1	-2.7	-10.6	2.4	14.1	4.1	-2.5	-1.7	2.6	-1.5	-5.7
10	O=[N+]([O-])c1cccc(CSc2nnc(Cc3ccccc3)n2-c2ccc(F)cc2)c1	-3.5	2.4	8.1	39.6	0.7	28.6	-0.5	/	1.3	9.2
11	Cc1cc(-n2ccc(=O)[nH]c2=O)nc(-c2ccccc2)n1	-9.9	-11.9	5.7	0.6	5.9	16.4	-1.5	/	0.2	-4.4
12	CCOc1ccc(C(=O)C2CCN(CC(=O)Nc3nccs3)CC2)cc1	-7.9	-6.3	-19.2	0.1	-4.2	30.2	-0.8	-2.5	-1.5	0.8
13	Cc1ccc(NS(=O)(=O)c2cc(C(=O)NCCSc3ccc(C)cc3)ccc2C)cc1	-3.2	-10.2	-6.4	1.9	6.6	18.0	-4.5	-2.2	1.3	1.2
14	CN(C)/C=C/C(=O)c1ccccc1F	5.8	-7.8	/	6.3	2.4	-7.9	1.1	2.4	-2.4	-2.1
15	COc1ccccc1NC(=O)Nc1nc(CC(=O)N2CCN(c3ccccc3F)CC2)cs1	-11.4	12.1	10.4	-9.8	-1.8	80.3*	1.3	-1.8	0.0	2.0
16	Cc1ccc(S(=O)(=O)Nc2nc(C)c(C(=O)N/N=C/c3ccccc3)s2)cc1	-15.2	-7.3	-3.6	-9.5	2.1	-3.6	3.4	-0.8	-0.6	13.1*
17	O=C(OCc1cc2ccccc2[nH]c1=O)c1cccnc1	-8.1	-6.9	0.0	2.8	3.8	-25.0	9.6	-2.8	-1.8	-0.1
18	CN1CCN(Cc2c(C(=O)N/N=C/c3cccc(Br)c3)nnn2-c2nonc2N)CC1	-12.4	-29.7	-75.1	1.0	0.4	-18.7	10.2	-0.6	2.0	-0.3
19	CCOc1ccc(C(=O)N[C@H](C(=O)Nc2ccc(OC)c(S(=O)(=O)N3CCOCC3)c2)C(C)C)cc1	0.4	5.2	-3.4	-0.2	-3.2	34.3	2.8	-1.6	3.0	0.1
20	Cc1ccc(NC(=O)CCN2C(=O)c3ccccc3C2=O)cc1C	-4.4	-9.1	2.6	-4.4	0.1	9.8	-4.5	/	-0.7	1.2
21	COC(=O)C1=C(C)N(Cc2ccccc2)C(=O)N[C@H]1CCc1ccccc1	0.3	-4.0	-10.4	-26.2	-1.3	-40.1	/	-0.6	1.0	-4.7
22	COc1ccc(C(CNC(=O)c2c(C)nn(Cc3ccccc3)c2Cl)N2CCOCC2)cc1 (stereo not given)	-10.1	7.1	-5.0	-0.2	-3.2	-2.0	0.2	-1.8	0.5	0.1
23	O=C(COC(=O)c1ccc(S(=O)(=O)N2CCCCCC2)cc1)NCc1ccc(Cl)cc1	0.9	-8.8	3.8	0.3	-0.4	-4.1	-3.3	-0.9	-0.3	-0.1
24	CCCCOc1ccc(CN2CCC(O)CC2)cc1	0.4	-16.5	31.6	3.7	0.6	-24.2	2.3	/	0.9	3.8
25	COc1ccc(C2/C(=C(/O)c3ccc(C)cc3)C(=O)C(=O)N2c2ccccn2)cc1OC (stereo not given)	-3.2	-7.5	19.6	-19.9	-1.6	/	2.0	0.1	0.2	2.3
26	Cc1ccc(NC(=O)N(CCC(=O)O)Cc2ccccc2)cc1	-3.1	-7.7	/	16.5	2.2	3.9	-1.6	2.0	1.6	-1.6
27	O=c1c(Cc2ccc(F)cc2)c(O)ccn1CCCN1CCOCC1	-11.6	-6.8	8.6	-5.8	2.8	-17.7	-4.0	-0.8	0.0	-0.5
28	CCCCC[C@@H]1C=C(C(=O)O)[C@H](c2ccc(Br)cc2)N1S(=O)(=O)c1ccc(C)cc1	-8.2	-4.2	5.8	5.1	4.5	-4.3	/	1.1	-1.1	-1.5
29	CCCN1CCN(CCCNC(=O)CN2C(=O)COc3ccccc32)CC1	-1.1	-2.4	4.3	7.5	-0.3	/	5.9	-3.5	-1.0	-1.5
30	COc1cccc(NC(=O)c2ccccc2N2C(=O)C3C4C=CC(C4)C3C2=O)c1 (stereo not given)	-7.9	-9.9	-0.5	0.7	-2.0	-12.3	-1.1	1.4	-1.0	7.4
31	Cc1cc(NC(=O)CSc2nnc(-c3ccccc3)c(-c3ccccc3)n2)no1	-9.0	-6.9	-27.4	-19.5	-1.5	38.9	-3.1	-4.2	0.5	2.5
32	CCOC(=O)c1[nH]c2ccc(OC)cc2c1NC(=O)NC(C)C	-0.9	-13.4	6.1	-2.8	1.7	-21.9	-0.8	/	-4.3	1.2
33	C[C@H]1CC[C@@]2(O[C@H](CCO)C[C@@H](O)[C@@H]2O)O1	-0.7	7.0	-2.8	-3.9	0.1	-12.7	/	1.4	-3.0	-2.1
34	CCC(=O)NCCc1nc2cc(NC(=O)c3ccc(OC)cc3)ccc2n1C	0.7	5.4	45.8	-13.7	1.8	-13.6	1.4	/	1.4	5.3
35	O=C(O)Cn1c(SCCOc2ccccc2F)nc2ccccc21	-0.4	-9.5	-13.9	-8.9	3.0	-50.1	/	/	-0.5	3.7
36	CCC(C)NC(=O)c1ccccc1NC(=O)c1ccccc1N(C)S(C)(=O)=O (stereo not given)	-0.7	9.4	0.8	3.7	-5.6	2.1	-0.6	/	-1.1	7.0
37	CC1(CC(=O)N/N=C/c2cc(Br)c(O)cc2O)OCCO1	5.8	14.1	8.5	0.4	-3.4	-2.2	5.3	0.2	7.2	-0.2
38	CCN(CC)c1ccc2c(C)c(CN3CCOCC3)c(=O)oc2c1	2.3	-6.8	7.1	-13.8	0.9	-12.6	-0.5	/	0.1	-1.8
39	Cc1cc([N+](=O)[O-])nn1CC(=O)NCc1nc2ccccc2[nH]1	3.3	-7.7	-0.3	-3.8	-5.6	-10.6	-2.4	-0.4	-4.3	1.5
40	O=C(c1ccc(Cl)cc1)N1CCN(CCOc2ccccc2)CC1	-2.3	-13.4	-1.4	-0.5	-0.2	1.4	-0.7	-1.9	1.3	0.1
41	COc1ccccc1-c1nc(-c2ccc(C)nc2OC)no1	-23.9	9.1	/	-40.7	-0.4	34.8	-0.2	61.2*	-0.8	15.5
42	NNC(=O)CCn1c2ccccc2c2ccccc21	-7.0	-6.4	-17.1	30.3	-1.2	-18.2	-2.8	-1.5	-1.7	-0.7
43	CC(C)(C)CN1CCN(Cc2cc3ccccc3[nH]2)CC1CCO (stereo not given)	-4.0	-2.6	/	13.9	1.9	-29.3	2.6	-1.6	-1.7	-4.1
44	Cc1ccc(CCNC(=O)CN2CCN(Cc3ccccc3F)C2=O)cc1	-0.2	-18.4	-3.6	-10.5	-0.8	-26.0	0.6	/	-0.6	6.3
45	COc1ccc(S(=O)(=O)N2CCCCCC2)cc1NC(=O)Cc1ccc(OC)c(OC)c1	-8.2	-12.8	12.9	-16.7	-2.4	-3.0	-2.0	-0.7	0.5	4.1
46	CCC1(C)Cc2nc(Cl)c(C#N)cc2CO1 (stereo not given)	7.7	-10.0	/	-5.8	0.4	1.4	-3.1	-1.1	-4.5	-1.7
47	Cc1ccc2c(COC(=O)c3ccccc3Br)cc(=O)oc2c1	-12.5	-8.1	118.0*	-16.5	7.2	40.1	-7.2	1.1	0.3	-1.2
48	Cc1c(C(=O)N2CCOCC2)sc2nc(-c3ccccc3)cn12	-5.0	-12.3	/	-16.9	-4.5	-17.0	-1.6	/	1.8	6.1
49	FC(F)(F)c1cccc(-n2cc(-c3ccccc3)[nH]c2=S)c1	-12.4	6.6	-2.2	-7.6	-0.6	19.8	0.1	-0.4	2.5	2.0
50	O=c1[nH]c(CN2CCN(S(=O)(=O)c3ccc4c(c3)OCCO4)CC2)nc2sc3c(c12)CCCC3	-5.6	-13.4	-10.4	-0.1	-1.6	12.5	1.4	/	-0.7	0.0
51	CC(=O)/C=C(\C)NCCNc1c(F)c(F)c(CO)c(F)c1F	-5.3	-13.5	4.5	-0.9	6.2	22.3	0.2	0.7	0.0	1.3
52	Cc1cc(OCC(=O)NCCCN2CCCC2=O)c2c(C)c(C)c(=O)oc2c1	-11.8	-16.1	-5.6	14.9	-1.8	-0.5	0.5	-0.7	0.2	4.3
53	CC(=O)Nc1cccc(C(=O)N2CCC(n3nccc3NC(=O)CC(C)C)CC2)c1	0.7	1.8	2.2	-4.6	-2.4	9.7	-2.0	3.1	-1.6	-3.1

# Full records as entered above. Screens in order: dFosB activator | PvdQ inh | MITF act | HTR5A inv ag | V-ATPase pHluor | SR-BI DiI inh | NSD2 HMT inh | Wnt bcat act | CDK5 inh | HTR5A ag
# `CC1(CC(=O)N/N=C/c2cc(Br)c(O)cc2O)OCCO1` is listed with 5.8 | 14.1 | 8.5 | 0.4 | -3.4 | -2.2 | 5.3 | 0.2 | 7.2 | -0.2
# `Cc1cc(NC(=O)CSc2nnc(-c3ccccc3)c(-c3ccccc3)n2)no1` is listed with -9.0 | -6.9 | -27.4 | -19.5 | -1.5 | 38.9 | -3.1 | -4.2 | 0.5 | 2.5
# `O=c1c(Cc2ccc(F)cc2)c(O)ccn1CCCN1CCOCC1` is listed with -11.6 | -6.8 | 8.6 | -5.8 | 2.8 | -17.7 | -4.0 | -0.8 | 0.0 | -0.5
# `COc1ccc(S(=O)(=O)N2CCCCCC2)cc1NC(=O)Cc1ccc(OC)c(OC)c1` is listed with -8.2 | -12.8 | 12.9 | -16.7 | -2.4 | -3.0 | -2.0 | -0.7 | 0.5 | 4.1
# `FC(F)(F)c1cccc(-n2cc(-c3ccccc3)[nH]c2=S)c1` is listed with -12.4 | 6.6 | -2.2 | -7.6 | -0.6 | 19.8 | 0.1 | -0.4 | 2.5 | 2.0
